# HIF-2a block: inhibitors of HIF-2a | 786-0 RCC cells HIF-2a reporter, luciferase luminescence, overnight | inhibition, % at 18.8 µM | 360,000 tested, 0.72% active | AID 624352;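 active means inhibition of the luminescence signal of 40% or more relative to plate controls, in a single-dose primary screen at 18.75 µM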
# MITF TRPM1 inh: MITF TRPM1 promoter inhibition in SK-MEL-5 cells; SK-MEL-5 TRPM1 promoter luciferase, 24 h; inhibition, % at 12.5 µM; 330,000 tested, 0.83% active; AID 488899;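 active means mean inhibition across replicates of 60% or more, whatever share of single replicates reaches that level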; further: values of inactives mirror those of a sister screen read the other way
# iPSC survival up: hiPSC single-cell survival enhancement; ATPlite luminescence; 100% = ROCK inhibitor wells, 0% = DMSO; 360,000 tested, 0.044% active; AID 602274; survival enhancement, % at 20 µM; in the data active means survival enhancement above about 18%;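 further: cells exposed to compounds for 16 hours before the ATP read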
# Shn3 inh set2: Schnurri-3 reporter inhibition in Clone20 osteoblasts; inhibition, % at 12.5 µM; Clone20 osteoblast Shn3 3'UTR firefly luciferase, 24 h; 360,000 tested, 0.52% active;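 active means mean inhibition of at least 75% with every replicate also reaching 75%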;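 further: 0% = median of neutral control wells and 100% = pilot-screen positive control compound; some compounds past the cut are filed as inactive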
# CaV13 FRET inh: Primary screen for inhibitors of IQ motif and Ca2+-dependent inactivation inhibitor domain binding in CACNA1D, Förster resonance energy transfer in living cells, … | 340,000 tested, 0.098% active | HEK cells, CFP/YFP FRET ICDI-IQ, plate reader, 10 min; percent FRET-ratio fall versus neutral wells | inhibition, % at 12.3 µM | AID 743397;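 active means mean replicate inhibition of at least 30% and at least 1% of replicates passing that level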;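 further: 0% = median of the neutral control wells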
# NR2E3 ag-1: human photoreceptor-specific nuclear receptor agonism; inhibition of corepressor binding, % at 3.98 µM; Q9Y5X4; CHO-S Gal4-NCOR/VP16-NR2E3 two-hybrid, luciferase; AID 602229; 360,000 tested, 0.35% active;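 active means inhibition above the mean of all tested compounds plus 3 SD, cut at about 70% in these data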;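 further: 0% = DMSO with NR2E3 transfected cells and 100% = cells lacking NR2E3 construct; higher means lower luciferase signal from less NR2E3 corepressor binding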
# Target sequence (Q9Y5X4 whole entry, looked up, the tested form may be a part): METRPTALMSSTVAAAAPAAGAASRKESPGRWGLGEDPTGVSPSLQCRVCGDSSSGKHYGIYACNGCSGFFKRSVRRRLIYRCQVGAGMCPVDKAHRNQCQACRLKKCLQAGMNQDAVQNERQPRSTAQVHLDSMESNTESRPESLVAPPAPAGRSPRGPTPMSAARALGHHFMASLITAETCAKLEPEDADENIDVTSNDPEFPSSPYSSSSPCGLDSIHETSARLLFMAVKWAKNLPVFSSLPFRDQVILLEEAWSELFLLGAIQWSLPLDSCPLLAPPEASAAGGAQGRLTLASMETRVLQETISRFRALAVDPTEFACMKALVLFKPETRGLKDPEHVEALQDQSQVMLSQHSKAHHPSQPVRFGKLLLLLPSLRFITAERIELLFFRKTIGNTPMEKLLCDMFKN
# PDI turbidity: blocks human protein disulfide isomerase activity; inhibition, % at 10 µM; P07237; PDI insulin aggregation turbidity, A650, 90 min; 350,000 tested, 0.052% active;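 active means mean inhibition across replicates of 30% or more, whatever share of single replicates reach that level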;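 further: absorbance from insulin aggregation driven by PDI reduction with DTT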
# NR2E3 ag-2: NR2E3 (human) agonism | GST-NR2E3/biotin-RetCOR TR-FRET, 1536-well | inhibition of corepressor binding, % at 4.78 µM | Q9Y5X4 | AID 2300 | 320,000 tested, 0.12% active;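 active means percent inhibition above the cutoff of mean plus 3 SD of all tested compounds, set per screening campaign, cut at about 20% in these data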;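 further: 0% = DMSO wells and 100% = biotin wells as full block of FRET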
#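 Assay system: NR2E3–RetCOR corepressor complex. Quantity: 1.35 nM GST-NR2E3. Buffer or medium: pH 7.5 Tris-based buffer. Reagent: biotinylated RetCOR corepressor at 7 nM final. Schedule: 5 h at 4 °C. Detection: TR-FRET, emission read at 617 and 671 nm. Replicates: one well per compound, singlicate testing.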
# Peg3 promoter: reduces Peg3 promoter-driven luciferase expression in HeLa. HeLa PEG-Prom luciferase reporter, luminescence, overnight. inhibition, % at 20 µM. 360,000 tested, 1.7% active. AID 588405;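 active means inhibition of at least 50% at 20 µM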
# Cardio protect: protects H9c2 cardiomyocytes from peroxide injury; H2O2 injury protection, ATPLite, 2 h; protection from H2O2 cell death, % at 20 µM; 360,000 tested, 0.63% active; AID 588492;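 active means compounds giving at least 50% protection of heart cells from peroxide-induced death in the single-dose screen, raw or plate-pattern-corrected value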;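 further: 0% = DMSO wells with peroxide and 100% = DMSO wells without peroxide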
# HTR2A ag: mouse HTR2A agonism via beta-arrestin recruitment; P35363; CHO-K1 mHTR2A beta-arrestin complementation, luminescence; percent of 30 µM serotonin response; activation, % at 7.6 µM; 360,000 tested, 0.66% active; AID 624169;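 active means activation above a run cutoff, the mean activation of all tested compounds plus 3 SD, cut at about 14% in these data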;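 further: 0% = plate median of compound wells and 100% = 30 µM serotonin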
# Target sequence (P35363 whole entry, looked up): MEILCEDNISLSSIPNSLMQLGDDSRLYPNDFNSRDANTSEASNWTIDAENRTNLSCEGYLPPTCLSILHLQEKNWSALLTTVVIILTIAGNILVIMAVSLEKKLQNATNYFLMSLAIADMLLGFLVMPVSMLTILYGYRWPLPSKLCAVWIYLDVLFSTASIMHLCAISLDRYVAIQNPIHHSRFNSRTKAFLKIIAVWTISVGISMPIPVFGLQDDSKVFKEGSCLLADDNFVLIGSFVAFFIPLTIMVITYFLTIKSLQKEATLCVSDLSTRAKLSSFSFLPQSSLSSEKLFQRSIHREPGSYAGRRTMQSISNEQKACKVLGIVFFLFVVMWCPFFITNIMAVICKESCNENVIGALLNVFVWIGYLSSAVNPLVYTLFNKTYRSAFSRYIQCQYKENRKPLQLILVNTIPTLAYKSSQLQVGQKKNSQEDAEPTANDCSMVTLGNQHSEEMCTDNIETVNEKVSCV
# Active calls of the source: *; x = no result given.
SMILES,HIF-2a block,MITF TRPM1 inh,iPSC survival up,Shn3 inh set2,CaV13 FRET inh,NR2E3 ag-1,PDI turbidity,NR2E3 ag-2,Peg3 promoter,Cardio protect,HTR2A ag
COc1ccc(NC(=O)COC(=O)c2cnccn2)cc1Cl,9,-4,-0.8,2,-4,1,-3,2,17,0,1
O=C(COC(=O)c1ccc(Cl)nc1)NCCNC(=O)COC(=O)c1ccc(Cl)nc1,2,-3,0.1,-13,-5,-13,-7,5,-4,4,-1
COc1ccc(-c2c(C)n([O-])c(C)c(C)[n+]2=O)cc1,7,0,-1.6,15,-1,-7,4,1,11,10,5
COc1cccc(N2CCN(C(=O)CCc3nnc4ccc(N5CCCC5)nn34)CC2)c1,13,9,-0.2,14,-3,14,0,-5,-2,10,-1
COc1ccc(Oc2cnn(-c3ccccc3)c(=O)c2Br)cc1,-55,-3,5.0,10,-7,-13,-1,5,0,-13,2
CCOC(=O)C1(Cc2cccc(Cl)c2)CCCN(C(=O)CN2C(=O)CSC2=O)C1 (configuration not stated),-114,-6,0.2,-25,-5,-55,2,0,-99,3,5
O=C(Nc1cccc(F)c1)C1CCCN1C(=O)OCc1ccccc1 (configuration not stated),9,0,-0.1,2,-4,17,3,4,5,-2,4
O=C(O)c1cccnc1Oc1ccccc1,19,-14,-2.5,5,x,7,1,4,14,8,-1
COc1ccc(OCC(=O)Nn2c(-c3cccc(OC)c3)nc3ccccc3c2=O)cc1,7,-8,1.6,-1,-2,-7,0,-1,-2,4,2
Cc1cc(Br)cn2cc(C(=O)O)nc12,18,0,2.3,13,-3,-16,-6,6,-6,0,4
Cc1ccn2c(=O)nc(SCC(=O)NCc3ccco3)nc2c1,-13,0,0.6,-10,-14,6,-1,1,-15,-2,-1
CCn1c(CCNC(=O)c2ccc(Cl)c(Cl)c2)nnc1SCCOc1ccc(OC)cc1,-11,5,2.5,31,-5,3,7,3,4,-6,-3
C[C@H](CO)N1C[C@H](C)[C@@H](CN(C)C(=O)Nc2ccc(C(C)(C)C)cc2)OCc2cnnn2CCCC1=O,2,x,-1.8,-7,-6,-34,15,x,-12,-6,4
O=c1cc(N2CCc3ccccc32)[nH]c(=O)n1-c1ccccc1,-24,-9,-0.2,9,x,-13,2,3,5,9,1
COc1ccc(Cl)cc1N(CC(=O)NCc1ccccn1)S(=O)(=O)c1ccc(C)cc1,6,x,-0.5,11,-10,17,-27,x,-2,-8,2
CCCCN(C(=O)CCn1c(=O)oc2ccccc21)c1ccccc1,0,-15,-0.6,-10,-2,-4,6,0,5,1,8
O=C(c1ccc(N2CCCC2=O)cc1)N1CCN(c2cccc(C(F)(F)F)c2)CC1,-19,-9,0.1,20,-5,12,-2,x,0,-4,7
CCCCOc1ccc(C(=O)N2CCN(CC(=O)Nc3ccc(C)cc3)CC2)cc1OC,5,15,-0.2,12,-3,11,-21,2,0,-3,-3
Cc1ccc(-n2c(CCc3ccccc3)nnc2SCC(=O)NCc2ccccc2)cc1C,23,-2,-2.1,6,-4,-25,-3,-3,23,0,-2
C/C(=N\NC(=O)COc1ccc(C#N)cc1)c1ccccc1OC(F)F,15,-1,6.6,13,-3,7,7,1,11,5,-6
CN(C)S(=O)(=O)c1ccc(C(=O)Nc2ccc(F)cc2F)cc1,-46,-2,3.7,1,-7,-12,-9,1,-19,-1,-5
O=C(Nc1nccs1)c1cc2c(s1)-c1ccccc1OC2,-243,-36,0.0,-43,-6,-63,-7,1,-248,21,-4
Cc1ccc(S(=O)(=O)N2CCCC(N3CCOCC3)C2)cc1Cl (configuration not stated),20,-1,-0.6,-6,-35,2,-3,2,12,3,-1
COc1ccc(OC)c(NC(=O)c2ccc(CSc3ncccn3)cc2)c1,-33,-36,0.8,-3,-5,-14,2,2,-13,9,-1

# Reprinted from the part before: three entries, then new ones.
SMILES,HIF-2a block,MITF TRPM1 inh,iPSC survival up,Shn3 inh set2,CaV13 FRET inh,NR2E3 ag-1,PDI turbidity,NR2E3 ag-2,Peg3 promoter,Cardio protect,HTR2A ag
O=C(Nc1nccs1)c1cc2c(s1)-c1ccccc1OC2,-243,-36,0.0,-43,-6,-63,-7,1,-248,21,-4
Cc1ccc(S(=O)(=O)N2CCCC(N3CCOCC3)C2)cc1Cl (configuration not stated),20,-1,-0.6,-6,-35,2,-3,2,12,3,-1
COc1ccc(OC)c(NC(=O)c2ccc(CSc3ncccn3)cc2)c1,-33,-36,0.8,-3,-5,-14,2,2,-13,9,-1
O=C(COC(=O)c1ccc(Cl)c(S(=O)(=O)N2CCCCCC2)c1)Nc1ccccc1,-87,-13,-0.5,-26,-2,-48,0,-2,-54,-16,1
COCCNC(=O)CN(c1ccc(F)cc1)S(=O)(=O)c1ccc2c(c1)OCCO2,20,3,0.4,-11,-4,5,-14,4,5,5,-4
COc1cc(-c2ccc3sc(-c4ccsc4)c(C#CCO)c3c2)cc(OC)c1OC,-4,-4,-0.8,24,-12,8,0,-1,56*,3,18*
CCN(c1ccc(OC)cc1)S(=O)(=O)c1cc(-c2cc(C)no2)ccc1C(C)C,6,15,0.8,65,-3,-2,-3,-2,18,-10,3
O=C(NCCc1ccncc1)C12CC3CC(CC(C3)C1)C2,3,5,1.1,0,-8,0,-12,-2,8,0,-1
O=C(Nc1ccc(Br)cn1)c1cccc(-c2cc3ccccc3oc2=O)c1,-82,-50,3.5,-53,-6,-137,-6,-2,-175,0,1
NC(N)=N/N=C(\N=Nc1ccccc1)c1ccc(Cl)cc1,-109,40,-3.7,5,-7,-12,13,x,90*,-19,-6
CC(C)CN1CCC1(C)C(=O)Nc1cc(-c2ccccc2)nn1C (configuration not stated),-13,x,-1.1,1,-5,-13,7,x,6,-2,-10
Cc1cc(OCC(=O)Nc2ccc3oc(-c4ccncc4)nc3c2)ccc1Cl,8,6,-2.3,10,-6,-22,0,1,53*,-3,8
O=C(NCc1ccccc1)C(c1cccnc1)N(C(=O)c1csnn1)c1ccc(F)cc1 (configuration not stated),10,3,-0.3,8,-2,-22,12,1,0,3,0
O=S(=O)(NNc1ncc(C(F)(F)F)cc1Cl)c1ccccc1,-14,21,-0.4,3,-6,-5,-8,-3,13,-1,2
Cc1ccc(-n2cc(CN(C)Cc3nccn3C)c(-c3ccc(F)cc3)n2)cc1,-6,8,-1.2,15,-7,-11,4,3,2,3,-5
CC(C)OC(=O)CSc1nnc(CNc2nc(-c3ccccc3)cs2)n1C,7,4,3.0,-19,-1,-10,3,1,3,0,-3
C=CCC[C@@H](Cc1ccc(F)cc1)C(=O)OC[C@H](Cc1c[nH]c2ccccc12)NC(=O)[C@H](CC=C)CC(=O)NCCO,5,-8,2.6,20,-10,-11,25,x,22,15,-2
CC(=O)Nc1ccc(-c2ccnc3c2CC(C(=O)NCCC(F)(F)F)O3)cc1 (configuration not stated),8,x,1.4,-5,-5,-31,2,x,12,2,-6
N#CCSc1nc(Nc2ccc3c(c2)OCO3)c2ccccc2n1,15,-2,-1.5,40,-9,-17,-7,2,32,6,-8
CC(=O)c1cn(CC(=O)Nc2ccccc2)c2ccccc12,25,27,1.6,69,-6,27,-2,0,13,-13,20*
Cc1cc(-c2ccco2)n2c(nc3ccccc32)c1C#N,17,2,0.3,-9,-15,8,-6,1,14,10,-2
COc1ccc(NC(=O)Cn2nnc(-c3ccccc3F)n2)cc1Cl,13,-17,-5.7,-7,-4,-9,2,3,15,-19,-1
C[C@H](CO)N1C[C@H](C)[C@H](CN(C)C(=O)Nc2ccc(F)cc2)OCc2cnnn2CCCC1=O,7,x,0.3,-15,-11,10,0,x,7,-7,3
CC(=O)Nc1ccc(C(=O)OCC(=O)N(C)C2CCCCC2)cc1,8,1,1.1,8,-7,16,2,4,15,-3,4
CCCN1CCN(CCCNC(=O)C(CC)n2nc(C)n3c(cc4occc43)c2=O)CC1 (configuration not stated),1,3,-0.4,-1,-4,-4,-1,1,5,-5,5
N#Cc1cc2c(nc1SCC(O)CS(=O)(=O)Cc1ccccc1)CCCC2 (configuration not stated),1,-14,-1.7,7,-7,1,4,-3,5,-6,4
COc1ccccc1C(=O)Nc1nc2ccccc2s1,86*,81*,-0.9,80,-4,66,-8,1,104*,-23,3
O=C(c1ccccc1Oc1ccc(C(F)(F)F)cc1[N+](=O)[O-])N1CCOCC1,9,0,-3.3,15,-7,4,-3,0,5,-3,-2
COc1ccc(C(C#N)c2nc3ccccc3nc2Cl)cc1 (configuration not stated),-5,12,-0.5,13,-2,-19,10,x,11,0,-10
COCCCn1c(=O)/c(=C/c2ccccc2OC(C)C)s/c1=C(\C#N)C(=O)Nc1ccc(C(=O)O)cc1,8,x,0.7,-3,-10,-31,4,x,16,17,0
O=C(Nc1ccc2c(c1)OCCO2)c1cccnc1Oc1ccccc1,20,2,-0.5,-1,-15,19,-4,-4,-3,1,0
CC(NS(=O)(=O)c1ccc(Cl)cc1)C(=O)NCCC1=CCCCC1 (configuration not stated),13,2,5.5,6,-5,1,-2,3,12,0,-2
CCCS(=O)(=O)C(=C1Nc2ccccc2N1)S(=O)(=O)CCC,10,6,1.9,-13,-5,0,-3,-1,-5,6,-1
CCCCCCC1/C(=N/O)CCC1C(=O)OC (configuration not stated),-1,-5,0.2,-7,x,-7,-4,1,5,-4,1
COc1cccc(C(=O)N(Cc2cccs2)C2CCS(=O)(=O)C2)c1 (configuration not stated),17,9,-0.3,-1,-5,0,1,-2,3,-5,-4
Cn1nc(C(F)(F)F)c(-c2ccccc2)c1NC(=O)CCC(=O)O,18,18,-0.1,-41,-20,-22,5,-1,-2,3,0
S=c1c2c(nc3nc[nH]n13)CCC2,16,14,0.1,2,-16,4,-4,-2,7,0,4
Fc1ccc(CNC2CCN(Cc3ccccc3)CC2)cc1,15,-7,-0.2,0,-2,11,-3,-1,-4,7,6
CSc1nsc(SC)c1NC(=O)OC1CCCCC1,11,4,-0.8,3,-2,50,-4,-2,5,5,-2
Cc1cc(Cl)ccc1OCC(=O)Nc1ccccc1NS(=O)(=O)c1cccs1,13,1,-0.5,-20,-2,-7,-1,1,13,-13,2
O=C(NN=C1CCCCCCCCCCC1)c1ccncc1,9,1,3.7,5,0,-6,6,-1,6,6,-3
C#CCOCCOCCOCCNc1nc(N2CCN(C(=O)CCCCCCCCCCNC(=O)[C@H]([C@@H](C)CC)n3cc(CCCCCN)nn3)CC2)nc(N2CCN(C(=O)CCCCCCCCCCNC(=O)[C@H]([C@@H](C)CC)n3cc(CCCCN=C(N)N)nn3)CC2)n1,-4,99*,1.8,37,x,25,11,2,71*,-8,16*

# Source: PubChem
